TRPC6 inhibitor – mouse TRPC6 channel inhibition. HEK293-TRPC6, membrane potential dye, ACh-evoked depolarization; hits give low values. B-score at 10 µM. hit rate 1.1% among 310,000;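 active = B-score under library mean minus 3 SD, initial fluorescence not abnormally high, positive integrated signal ratio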;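 also: B-score derived from integrated fluorescence ratio over the kinetic read; more negative B-score means stronger inhibition of depolarization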
aSyn UTR inh – MLPCN primary screen, SNCA 5' untranslated region; alpha-synuclein 5'UTR reporter, inhibitor activity; inhibition, % (tested at 7.5 µM); hit rate 0.82% among 300,000; in the data active = inhibition above about 60%;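 also: H4 neuroglioblastoma cells stably carrying SNCA 5'UTR luciferase fusion; 0% = DMSO wells and 100% = positive control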
IEC-6 tox – IEC-6 cytotoxicity, counter-screen for KLF5 inhibitors; luminescence viability; inhibition, % at 5 µM; hit rate 0.78% among 290,000; AID 1825; in the data active = inhibition above about 22%;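 also: 0% = plate median of test compound wells and 100% = cytotoxic reference compound wells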
KLF5 inhibitor – inhibitors of KLF5 expression; DLD-1 KLF5 promoter-luciferase reporter, luminescence; hit rate 0.23% among 290,000; inhibition, % at 5 µM;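 active = inhibition above a per-plate limit of that plate's mean compound inhibition plus 3 SD, cut at about 60% in these data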;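 also: 0% = DMSO wells and 100% = LY294002 at 200 µM; higher means less KLF5 promoter-driven luciferase light; inactives centre near -14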
TRPC4 inh – inhibitors of mouse TRPC4 channel. hit rate 0.39% among 300,000. HEK293 TRPC4beta/mu-opioid, DAMGO-evoked Fluo4 calcium flux; hits give low values. B-score at 10 µM. AID 2247. Q9QUQ5;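 active = B-score over 3 SD under the library average, no early fluorescence shift, positive overall ratio signal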
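material = TRPC4beta/mu-opioid receptor HEK293 cell line | probe or stimulus = sequential submaximal and maximal DAMGO stimulation | compound dosing = one concentration per compound | measured by = Fluo4 Ca2+ flux fluorescence | evaluation = integrated fluorescence ratio relative to baseline, converted to per-well B score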
TRPC6 act – activators of mouse TRPC6 channel. Q61143. hit rate 0.13% among 310,000. HEK293-TRPC6 membrane potential dye fluorescence; hits give high values. AID 2550. B-score at 10 µM;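 active = B-score of the integrated fluorescence ratio above library mean plus 3 SD, and starting fluorescence ratio within library mean plus 5 SD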;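 also: higher score means more depolarization so channel activation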
TRPC4 act – activators of mouse TRPC4 channel. Q9QUQ5. HEK293 TRPC4beta/mu-opioid, Fluo4 calcium fluorescence; hits give high values. B-score at 10 µM. hit rate 0.49% among 310,000. AID 2237;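 active = B-score above 5 SD of library B-scores, and initial fluorescence ratio not above library mean plus 5 SD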;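 also: positive B-score marks a calcium rise read as TRPC4 activation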
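Technique: kinetic Fluo4 calcium fluorescence; Test system: TRPC4beta and mu-opioid receptor HEK293 stable cells; Measure: B-scored integrated calcium fluorescence ratio; Benchmarks: low control buffer alone, high control maximal DAMGO; Schedule: 45 min room-temperature Fluo4 loading, 110 s read.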
HIF activator – HIF pathway transcriptional activation; U2OS HRE-luciferase reporter, luminescence; normalized: DMSO 0%, desferrioxamine 100%; hit rate 0.32% among 300,000; activation, % at 7.5 µM (by protocol); AID 1910;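 active = mean activation of at least 10% of the iron chelator positive control signal, with at least half of replicates also reaching 10%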
TRPC4 PAM – allosterically enhances the mouse TRPC4 cation channel; Q9QUQ5; HEK293 TRPC4beta/mu-opioid, DAMGO EC20, Fluo-4 Ca2+ flux; hits give high values; B-score at 10 µM; hit rate 0.42% among 310,000; AID 2227;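 active = B-score of calcium response area above 5 SD of library B-scores, with initial fluorescence ratio within 5 SD of library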;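 also: B-score of integrated fluorescence ratio over time as area under calcium response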
SKKanGAS inh – blocks kanamycin growth of S. pyogenes SKKanGAS strain; BacTiter-Glo, 6 h; inhibition, % at 7.5 µM; hit rate 1.3% among 300,000; AID 1662;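 active = mean replicate score, as percent of positive control median, at least 50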;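 also: strain carries kanamycin resistance gene driven by streptokinase promoter and grows in 40 µg/ml kanamycin; loss of luminescence reflects streptokinase promoter inhibition or plain growth inhibition; 0% = median of DMSO wells and 100% = positive control at its reference dose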
MrgX1 antag – antagonists of human MrgX1 receptor | Q96LB2 | MRGX1-HEK293 calcium flux, Fluo-4, BAM8-22 antagonism; hits give low values | B-score at 10 µM | hit rate 1.3% among 310,000;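 active = calcium-response B-score plate-corrected more than 3 library SD below zero, starting fluorescence within 5 deviations, no agonist response on first addition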;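 also: peak minus trough fluorescence over baseline after final BAM8-22 challenge near maximal dose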
Target sequence (Q96LB2 whole entry, looked up): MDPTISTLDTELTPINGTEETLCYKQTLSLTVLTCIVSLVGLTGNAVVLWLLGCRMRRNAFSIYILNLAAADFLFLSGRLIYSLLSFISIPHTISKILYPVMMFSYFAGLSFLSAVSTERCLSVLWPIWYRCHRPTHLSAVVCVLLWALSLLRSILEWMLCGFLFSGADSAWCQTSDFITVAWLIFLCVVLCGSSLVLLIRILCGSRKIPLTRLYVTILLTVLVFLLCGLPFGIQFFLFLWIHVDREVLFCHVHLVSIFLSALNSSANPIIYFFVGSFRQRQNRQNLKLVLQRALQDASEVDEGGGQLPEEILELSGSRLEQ
The depositor's hits bear a star; i = inactive; · = not tested or not shown. Rows are unselected; overall some 5.8% were active at least once.

Second line of a record: TRPC6 inhibitor | aSyn UTR inh | MrgX1 antag | IEC-6 tox | TRPC4 PAM | TRPC4 inh | SKKanGAS inh | HIF activator | TRPC4 act | KLF5 inhibitor | TRPC6 act
O=C(CSc1nc2c(cnn2-c2ccccc2)c(=O)[nH]1)NC1CCS(=O)(=O)C1 (stereo unspecified)
  i | -16 | i | -6 | i | i | -8 | -0.5 | i | -16 | i
Cc1sc(-n2c(C)ccc2C)c(C#N)c1C
  i | · | i | 3 | i | i | -4 | · | i | 27 | i
CC(C)Oc1cc(C(=O)NC2CCCCC2)c2ccccc2n1
  i | 21 | i | -5 | i | i | 3 | -0.5 | i | 6 | i
C=CCNC(=O)C(C(=O)OCC)C1CCCCC1 (stereo unspecified)
  i | -5 | i | 4 | i | i | 1 | -0.3 | i | -14 | i
CCN1C(=O)[C@H]2[C@@H](c3ccc(-c4ccc5c(c4)OCO5)cc3)N3CCC[C@@]3(C(=O)OC)[C@H]2C1=O
  i | -40 | i | · | i | i | 1 | 1.6 | i | · | i
O=C(COc1ccccc1Cl)Nc1ccccc1C(=O)N1CCCCC1
  i | -51 | i | -10 | i | i | -4 | 1.7 | i | -74 | i
O=C(COC(=O)c1ccccc1)NCc1cccs1
  i | -14 | i | -8 | i | i | -19 | -0.5 | i | -14 | i
CCCCCCCC(=O)N1CCN(c2cc3c(cc2F)c(=O)c(C(=O)O)cn3CC)CC1
  i | 26 | i | -2 | i | i | 31 | 0.9 | i | -24 | i
O=c1oc2ccccc2c(Nc2cccc3cccnc23)c1[N+](=O)[O-]
  i | -19 | i | 61* | i | i | -1 | -0.3 | i | -7 | i
COc1ccc(-n2nnc3c(=O)n(CC(=O)N4CCC(C)CC4)cnc32)cc1
  i | 3 | i | 4 | i | i | -5 | -0.5 | i | -4 | i
O=C(CN1CCN(Cc2ccccc2Cl)CC1)N/N=C/C=C/c1ccco1
  i | -77 | i | -3 | i | i | 5 | -0.1 | i | -34 | i
COc1ccc2nc(C)cc(Nc3cccc(C(=O)O)c3)c2c1
  i | 1 | i | 6 | i | i | -7 | -0.6 | i | -25 | i
COc1ccccc1N(C)S(=O)(=O)c1ccc(C(=O)NCc2ccc3c(c2)OCO3)cc1
  i | 14 | i | -7 | i | i | 9 | -0.5 | i | 0 | i
CCN1CCN(c2nc3c(C)cccn3c(=O)c2/C=C(\C#N)C(=O)NCCOC)CC1
  -5.5* | -1 | i | -1 | i | i | -1 | -3.8 | i | -12 | i
CNC(=S)N1CCN(c2c(F)cc3c(=O)c(C(=O)O)cn(C4CC4)c3c2OC)CC1C (stereo unspecified)
  i | 7 | i | -2 | i | i | 104* | -0.6 | i | -4 | i
COC(=O)c1ccc(N/C=C/C(=O)c2ccc(OC)c(OC)c2)cc1
  i | -5 | i | -2 | i | i | 3 | 1.7 | i | -50 | i
CCOc1ccc(CCNC(=O)c2cccc3c2C(=O)N(CCOC)C3)cc1OCC
  i | 14 | i | -9 | i | i | -1 | -12 | i | -31 | i
O=S(=O)(c1ccccc1)N1CCN(c2ncnc3scc(-c4ccccc4)c23)CC1
  i | 22 | i | 6 | i | i | -5 | 0.0 | i | 17 | i
CCc1ccccc1NC(=O)c1ccc(F)c(S(=O)(=O)N2CCC(C(N)=O)CC2)c1
  i | 12 | i | -4 | i | i | · | -0.1 | i | -35 | i
CC(C)N1C(=O)c2ccccc2C1C(=O)NCCc1ccccc1 (stereo unspecified)
  i | -2 | i | -10 | i | i | -2 | -2.0 | i | -56 | i
Cc1nc(C(N)=O)c(N)n1CCc1ccccc1
  i | 6 | i | -7 | i | i | 0 | 0.8 | i | -36 | i
Cc1ccnc(NC(=O)CNC(=O)c2ccco2)c1
  i | 2 | i | · | i | i | -6 | 0.5 | i | · | i
CCOC(=O)N1CCN(c2ccc(N3C(=O)CCCC3=O)cc2[N+](=O)[O-])CC1
  i | -4 | i | 1 | i | i | -5 | -0.6 | i | -7 | i
Cc1cc(C)cc(NC(=O)C2CCCC2)c1
  i | 15 | i | -6 | i | i | 0 | 0.1 | i | 8 | i
COc1ccccc1OCCCC(=O)NCc1ccco1
  i | 5 | i | 8 | i | i | -5 | 0.3 | i | -5 | i
NC(=NCCc1c[nH]c2ccccc12)NC(=O)c1ccc(Cl)cc1
  i | -11 | i | 0 | i | i | -2 | 0.3 | i | -20 | i
Cc1occc1C(=O)N1CCCC(CCC(=O)NCc2ccc(F)c(F)c2)C1 (stereo unspecified)
  i | -14 | i | 5 | i | i | -6 | 0.4 | i | -19 | i
COc1ccc(C(=O)CC(=O)C(=O)Nc2cccc([N+](=O)[O-])c2C)cc1
  i | -25 | i | -10 | i | i | 3 | -11 | i | -14 | i
S=C(NCc1ccco1)Nc1cccc(Cl)c1Cl
  i | -6 | i | 0 | i | i | 1 | -0.4 | i | -2 | i
O=C1CC(N2CCN(c3ccccc3)CC2)C(=O)N1c1ccc2c(c1)OCO2 (stereo unspecified)
  i | · | i | 4 | i | i | 2 | · | i | -11 | i
O=C(COC(=O)c1cccc(NS(=O)(=O)c2ccc(F)c(F)c2)c1)NC(=O)NC1CCCCC1
  i | -10 | i | 1 | i | i | 36 | 0.0 | i | 2 | i
CCOC(=O)Cc1c(C)nc2c(-c3ccccc3OC)c(C)nn2c1C
  i | 19 | i | -2 | i | i | -2 | 0.7 | i | -33 | i
COC(=O)[C@]1(C)N[C@H](c2ccc(-c3ccccc3)cc2)[C@@H]2C(=O)N(C)C(=O)[C@@H]21
  i | 16 | i | · | i | i | -4 | 0.2 | i | · | i
Cn1ccnc1Sc1ccc(C=O)cc1[N+](=O)[O-]
  i | 3 | i | -7 | i | i | 2 | -0.6 | i | -25 | i
O=C(CN1C(=O)COc2ccccc21)Nc1ccccc1F
  i | -6 | i | -3 | i | i | -3 | -0.9 | i | -22 | i
COc1ccc(NC(=O)C2C3C=CC(O3)C2C(=O)NCc2cccnc2)cc1 (stereo unspecified)
  i | 1 | i | 2 | i | i | -8 | 0.1 | i | -11 | i
N#Cc1c(=O)c2nc(NCCCO)ncc2n2c(=O)c3ccccc3[nH]c12
  i | -24 | i | -5 | i | i | -12 | -0.1 | i | -17 | i
O=C(Cn1cnc2c(oc3ccccc32)c1=O)NCC1CCCO1 (stereo unspecified)
  i | -6 | i | 0 | i | i | -1 | 0.6 | i | -17 | i
O=C(CN1C(=O)CSc2ccc(S(=O)(=O)N3CCOCC3)cc21)NCCCN1CCOCC1
  i | 2 | i | -3 | i | i | -3 | -0.6 | i | -19 | i
Cc1ccc(NS(=O)(=O)c2ccc(C(=O)NCC3CCCO3)cc2)cc1 (stereo unspecified)
  i | -27 | i | -5 | i | i | -3 | -0.6 | i | -4 | i
O=C(Nc1ccc2c(c1)nc1n2CCOC1)C1CCCCC1
  i | -106 | i | 2 | i | i | 2 | 3.0 | i | -57 | i
COC(=O)C1SCC2C(=O)N(Cc3ccc(F)cc3)CC(=O)N21 (stereo unspecified)
  i | -8 | i | -7 | i | i | -13 | -0.1 | i | -6 | i
CCOc1ccc(CNC(=S)N/N=C/c2ccncc2)cc1
  i | -8 | i | 6 | i | i | 22 | 0.2 | i | -17 | i
CCNc1nc(Oc2ccc(C(=O)OCC)cc2)nc(N2CCOCC2)n1
  i | 13 | i | 2 | i | i | -4 | -0.4 | i | -39 | i
Cc1ccccc1C1CCCN(Cc2nc(C3CC3)no2)C1 (stereo unspecified)
  i | 7 | i | 3 | i | i | 8 | -0.1 | i | -2 | i
CCOc1ccc(Oc2ccc(S(=O)(=O)N3CCOCC3)cc2NC(=O)CCNC(C)=O)cc1
  i | 3 | i | · | i | i | -3 | -0.1 | i | · | i
CCCCN(C)CCNC(=O)CN1C(=O)CSc2ccc(S(=O)(=O)N3CCCCC3)cc21
  i | 4 | i | -5 | i | i | -4 | -0.4 | i | -23 | i
O=C(CSc1nnc(-c2ccc(F)cc2)o1)N1CCN(C(=O)c2ccco2)CC1
  i | 12 | i | -1 | i | i | -9 | -0.4 | i | -12 | i
O=C(NNc1cc(Cl)ccc1Cl)c1cccnc1Cl
  i | -22 | i | -7 | i | i | 2 | -0.1 | i | 8 | i
COCCCNc1nc2nonc2nc1N1CCC(C(C)N2CCOCC2)CC1 (stereo unspecified)
  i | 5 | i | 6 | i | i | -7 | -0.8 | i | 5 | i

Later entries:
Second line of a record: TRPC6 inhibitor | aSyn UTR inh | MrgX1 antag | IEC-6 tox | TRPC4 PAM | TRPC4 inh | SKKanGAS inh | HIF activator | TRPC4 act | KLF5 inhibitor | TRPC6 act
COc1cc(NC(=O)c2cccs2)ccc1NC(=O)c1ccco1
  i | -149 | i | 0 | i | i | -8 | 2.5 | i | -151 | i
CCOC(=O)C1CCN(Cc2ccc(F)cc2F)CC1
  i | 0 | i | -2 | i | i | -5 | -0.1 | i | -23 | i
Cc1sc(N2C(=O)C3C(C2=O)[C@H]2C=C[C@@H]3C2)c(C#N)c1C (stereo partly specified)
  i | 5 | i | -6 | i | i | -2 | -1.3 | i | 5 | i
CCc1n[nH]c(=S)n1N=C1CCC(C)CC1 (stereo unspecified)
  i | -8 | i | 0 | i | i | 2 | -0.2 | i | -6 | i
Cc1ccc(-n2c(C)cc(=O)cc2C)c(C)c1
  i | 16 | i | -5 | i | i | 2 | -0.1 | i | -25 | i
COc1cc(OC)c(C2N(C)c3ccccc3N2C)cc1OC
  i | -6 | i | -2 | i | -6* | 3 | 0.1 | i | 24 | i
CSCC[C@H](NC(=O)c1cccc([N+](=O)[O-])c1C)c1nc2ccccc2[nH]1
  i | 8 | i | -6 | i | i | -3 | 0.2 | i | -3 | i
Cc1ccc(N2CN=C3SCC(=O)N3C2)cc1C
  i | -121 | i | -2 | i | i | 0 | 1.7 | i | -8 | i
CC(C)CN1C(=S)SC(C)(C)C1n1oc(=O)n(-c2ccc(Cl)cc2)c1=O (stereo unspecified)
  i | -20 | i | -4 | i | i | 71* | 0.3 | i | -13 | i

Four of these compounds, set out differently.
| mol | TRPC6 inhibitor | aSyn UTR inh | MrgX1 antag | IEC-6 tox | TRPC4 PAM | TRPC4 inh | SKKanGAS inh | HIF activator | TRPC4 act | KLF5 inhibitor | TRPC6 act |
| --- | --- | --- | --- | --- | --- | --- | --- | --- | --- | --- | --- |
| Cc1ccc(-n2c(C)cc(=O)cc2C)c(C)c1 | i | 16 | i | -5 | i | i | 2 | -0.1 | i | -25 | i |
| COc1cc(OC)c(C2N(C)c3ccccc3N2C)cc1OC | i | -6 | i | -2 | i | -6* | 3 | 0.1 | i | 24 | i |
| CSCC[C@H](NC(=O)c1cccc([N+](=O)[O-])c1C)c1nc2ccccc2[nH]1 | i | 8 | i | -6 | i | i | -3 | 0.2 | i | -3 | i |
| Cc1ccc(N2CN=C3SCC(=O)N3C2)cc1C | i | -121 | i | -2 | i | i | 0 | 1.7 | i | -8 | i |

Assay outcomes (PubChem)
